Screening data deposited in PubChem by National Center for Advancing Translational Sciences (NCATS).
Anesthetic bind – binds horse apoferritin like a general anesthetic; Potency, µM (series often up to 77.5 µM), for inactives: top-dose activity change, negative = displacement, usual class: inhibitors; P02791; apoferritin/1-aminoanthracene competitive binding, fluorescence; hit rate 0.074% among 350,000; further: potency means the concentration at half of the fitted maximal effect; on the % scale 0 is the no-effect control and ±100 the full control effect; nearly all actives have a fitted effect of over 20% in size
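Steps: apoferritin (10 uM) was premixed with half-saturated 1-AMA in PBS, compounds were pin-transferred, plates stood 10 min at room temperature, fluorescence was read at 380/535 nm, and curves were fitted with a Hill equation.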
TRHR ag – activates the human TRH receptor | P34981 | TRHR cells, calcium flux fluo-8, FDSS agonist mode | activation, % at 2 µM | hit rate 0.18% among 360,000 | AID 493084; in the data active means activation above about 30%; further: 0% is about no effect
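In this calcium-flux screen, cells bearing human TRHR are dye-loaded with fluo-8, baselined for 10 cycles, then exposed to library compounds; positive kinetic calcium responses during the agonist phase mark hits, with TRH as control.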
POLK inh – blocks human DNA polymerase kappa activity. Q9UBT6. purified Pol kappa, fluorescent DNA synthesis assay, 10 min. Potency, µM (doses to about 107 µM), for inactives: at the top dose activity, negative = inhibition, usual class: inhibitors. hit rate 0.53% among 400,000. AID 588579; further: potency means the concentration at half of the fitted maximal effect; on the % scale 0 is the no-effect control and ±100 the full control effect
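Pol kappa 10 nM + cpd, 15 min RT; start w/ substrate 50 nM final; fluorescence kinetic read, 0 and 10 min. Neg ctrl: buffer, no enzyme.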
ALOX12 inh – inhibitors of human 12S-lipoxygenase ALOX12; purified 12hLO, xylenol orange hydroperoxide absorbance; Potency, µM (titrated, usually from 108 µM), without a hit: at the top dose activity change, negative = inhibition, usual class: inhibitors; hit rate 1.1% among 580,000; P18054; AID 1671190; further: potency means the concentration at half of the fitted maximal effect; on the % scale 0 is the no-effect control and ±100 the full control effect
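Purified human 12hLO (150 nM final) in 25 mM Hepes, 0.01% Triton X-100, pH 7.0 was preincubated 15 min at room temperature with compound. Then 40 uM arachidonic acid was added, 30 min. Hydroperoxide was read by Fe-XO absorbance ratio 573/405 nm.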
APE1 inh – APE1 (human) endonuclease inhibition. P27695. hit rate 0.35% among 350,000. Potency, µM (doses to about 65.8 µM), for inactives: at the highest dose activity change, negative = inhibition, hits mostly inhibitors. recombinant APE1, TAMRA/BHQ-2 abasic DNA cleavage fluorescence;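 further: potency means the concentration at half of the fitted maximal effect; plate controls were vehicle for no effect and reference inhibitor for full effect; nearly all actives have a fitted effect of over 55% in size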
Target sequence (P27695 whole entry, looked up): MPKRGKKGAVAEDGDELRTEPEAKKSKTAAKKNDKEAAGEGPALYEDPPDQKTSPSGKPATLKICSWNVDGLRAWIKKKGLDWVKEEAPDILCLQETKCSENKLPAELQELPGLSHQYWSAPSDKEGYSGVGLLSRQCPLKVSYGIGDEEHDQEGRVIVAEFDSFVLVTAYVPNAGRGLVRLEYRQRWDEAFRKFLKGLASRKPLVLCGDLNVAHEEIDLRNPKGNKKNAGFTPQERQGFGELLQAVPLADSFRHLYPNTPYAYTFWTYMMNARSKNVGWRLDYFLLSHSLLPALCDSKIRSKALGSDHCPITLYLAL
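Endonuclease cleavage of a quenched abasic-site DNA duplex (50 nM) by APE1 (0.75 nM) was tracked by TAMRA dequenching. Compounds were preincubated with enzyme 15 min at room temperature; data normalized to buffer-only and DMSO wells plus NSC13755 control.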
Pol iota inh – DNA polymerase iota (human) inhibition; hit rate 1% among 390,000; Potency, µM (series often up to 115 µM), for the others: at the highest dose activity, negative = inhibition, usual class: inhibitors; Pol iota fluorescent replication assay, 10 min; Q9UNA4; further: potency means the concentration at half of the fitted maximal effect
Target sequence (Q9UNA4 whole entry, looked up): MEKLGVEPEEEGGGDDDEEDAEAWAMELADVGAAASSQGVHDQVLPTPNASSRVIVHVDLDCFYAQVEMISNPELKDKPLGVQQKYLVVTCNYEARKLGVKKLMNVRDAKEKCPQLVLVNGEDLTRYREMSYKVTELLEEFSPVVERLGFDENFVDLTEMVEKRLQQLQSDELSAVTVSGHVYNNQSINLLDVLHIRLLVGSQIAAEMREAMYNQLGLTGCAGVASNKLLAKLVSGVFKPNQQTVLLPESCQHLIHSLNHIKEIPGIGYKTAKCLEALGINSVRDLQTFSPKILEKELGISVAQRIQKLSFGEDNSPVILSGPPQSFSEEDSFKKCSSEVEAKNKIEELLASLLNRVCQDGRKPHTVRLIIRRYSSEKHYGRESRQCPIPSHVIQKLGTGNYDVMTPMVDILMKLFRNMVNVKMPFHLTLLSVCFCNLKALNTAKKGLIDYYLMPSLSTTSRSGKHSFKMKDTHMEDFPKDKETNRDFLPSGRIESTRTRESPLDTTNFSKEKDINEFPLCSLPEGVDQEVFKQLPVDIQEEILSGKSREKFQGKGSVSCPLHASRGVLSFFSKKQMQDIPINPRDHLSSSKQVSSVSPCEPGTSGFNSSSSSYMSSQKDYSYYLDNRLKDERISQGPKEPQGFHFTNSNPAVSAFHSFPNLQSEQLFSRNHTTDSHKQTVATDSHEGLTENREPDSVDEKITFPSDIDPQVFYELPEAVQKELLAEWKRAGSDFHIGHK
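Fluorescent replication assay read twice, at 0 min and 10 min after adding 50 nM (final) substrate. Enzyme (10 nM) and compounds were first incubated 15 min at room temperature; enzyme-free buffer wells were negative controls.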
BLM helicase inh – inhibitors of human Bloom syndrome helicase BLM; P54132; recombinant BLM DNA unwinding, fluorescence dequenching; Potency, µM (highest dose often 56.1 µM), without a hit: at the top dose activity change, negative = inhibition, actives largely listed as inhibitors; hit rate 0.2% among 350,000; AID 2528;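 further: potency means the concentration at half of the fitted maximal effect; plate controls were vehicle for no effect and no enzyme for full effect; nearly all actives have a fitted effect of over 35% in size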
ERG Ets-DNA blk – blocks human ERG Ets domain binding to DNA; fluorescence polarization, His-ERG Ets domain / labelled DNA; Potency, µM (titrated, usually from 76.9 µM), for the others: at the top dose FP activity, negative = inhibition, actives largely listed as inhibitors; hit rate 0.028% among 370,000; AID 624246; active means well fitted inhibition curve with a large enough effect in the polarisation, with a control signal flat; inconclusive means small, poorly fitted or top-dose-only effect, or effect the other way, or a change in a side signal; inactive means no such curve, though single readings can be large or run the other way; the % refers to the polarisation;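 further: polarization taken with two DNA probes labelled with fluorescein and Texas red; potency means the concentration at half of the fitted maximal effect; % of control where 0% means no effect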
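His-tagged ERG Ets domain (1 uM in the protein solution; 300mM KCl, 50mM Tris-HCl, 1mM EDTA, 1mM DTT, pH 7.5) received compound, then a probe mix of 5 nM fluorescein-DNA and 100nM Texas-615-DNA. Fluorescence polarization was read for both dyes.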
POLB inh – inhibitors of human DNA polymerase beta; Potency, µM (top dose mostly 114 µM), without a hit: at the top dose activity change, negative = inhibition, actives largely listed as inhibitors; Pol beta primer extension/strand displacement, fluorescence kinetic; hit rate 1.3% among 340,000; P06746; further: potency means the concentration at half of the fitted maximal effect; on the % scale 0 is the no-effect control and ±100 the full control effect
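Pol beta (10 nM) was preincubated with compound for 15 min at room temperature. The reaction was then started with 50 nM substrate and read immediately and after a further 10 min at room temperature.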
Numbers without * were called inactive; & = joins results of further samples; [ ] = remark or other dose. Unless noted, the call rests on the fitted dose curve; in most records, active means well fitted curve in the direction sought with a large enough effect; inconclusive means small, poorly fitted or top-dose-only effect, or another doubt; inactive means no such curve, though single readings can be large; an effect the other way counts as inactive or inconclusive. Some of the compounds tested, so the mix of outcomes need not match the whole.

`CC(C)CCN1CC(C(=O)NC(C)C)CC1=O` (stereo not given) gave Anesthetic bind 3%, TRHR ag 0.8, POLK inh -5%[60.1 µM], ALOX12 inh -5%, APE1 inh 7%, Pol iota inh inconclusive, BLM helicase inh -2% and POLB inh -11%.
For COc1cc2c(cc1NCc1ccc3c(c1)OCO3)oc1ccccc12 the results were Anesthetic bind 56%[activator], TRHR ag 0.3, POLK inh -1%, ALOX12 inh -15%, APE1 inh 6%, Pol iota inh 13%, BLM helicase inh -7%, ERG Ets-DNA blk -1% and POLB inh -19%.
Screening C1CCN(C2CCN(c3nc4nonc4nc3N3CCSCC3)CC2)C1 returned Anesthetic bind -8%, TRHR ag 0.3, POLK inh -5%, ALOX12 inh 0%, APE1 inh -3%, Pol iota inh 68%[activator], BLM helicase inh -3%, ERG Ets-DNA blk -1% and POLB inh -1%.
`Cn1c(=O)oc2cc(S(=O)(=O)NCc3ccc(C(=O)O)cc3)ccc21` gave Anesthetic bind 6%, TRHR ag 3.3, POLK inh 2%, ALOX12 inh 2%, APE1 inh inconclusive, Pol iota inh -22%, BLM helicase inh -1%, ERG Ets-DNA blk 25% and POLB inh 0%.
CCOC(=O)CSc1nnc(CSc2nc3sc4c(c3c(=O)[nH]2)CCC4)n1C was read as Anesthetic bind -11%, TRHR ag -0.1, POLK inh -7%, ALOX12 inh 0%, APE1 inh -2%, Pol iota inh -7%, BLM helicase inh 2%, ERG Ets-DNA blk -9% and POLB inh 10%.
For COc1ccc(N(CC(=O)NCc2ccccc2)C(=O)CCC(=O)Nc2cc(C)ccn2)c(OC)c1 the results were Anesthetic bind -8%, TRHR ag 0.5, POLK inh -23%, ALOX12 inh -9%, APE1 inh 0%, Pol iota inh 22%, BLM helicase inh -2%, ERG Ets-DNA blk -5% and POLB inh -20%.
COc1ccc(OC)c(CNc2ncnc3c2nc2n3CCCC2)c1 was read as Anesthetic bind 2%, TRHR ag -0.9, POLK inh -8%, ALOX12 inh -13%, Pol iota inh 51%[activator], BLM helicase inh 1%, ERG Ets-DNA blk 2% and POLB inh 0%.
`O=C(CNC(=S)N(Cc1ccccc1)Cc1cccnc1)NC1CCCCC1` gave Anesthetic bind -3%, TRHR ag -0.4, POLK inh -9%, ALOX12 inh -3%, APE1 inh 0%, Pol iota inh 144%[activator], BLM helicase inh 0%, ERG Ets-DNA blk inconclusive and POLB inh 0%.
Screening Cc1nn2c(-c3ccccc3)nnc2c2ccccc12 returned Anesthetic bind -13%, TRHR ag -0.5, POLK inh 2%, ALOX12 inh -2%, APE1 inh -6%, Pol iota inh 21%, BLM helicase inh -1%, ERG Ets-DNA blk 6% and POLB inh -23%.
Screening COC(C[C@@H](O)CC(=O)COCc1ccccc1)OC returned Anesthetic bind -6%, TRHR ag 0.0, POLK inh -9%, ALOX12 inh inconclusive, APE1 inh -1%, Pol iota inh 9%, BLM helicase inh -1%, ERG Ets-DNA blk -11% and POLB inh -1%.
For Cc1ccc(NC(=O)C(C)OC(=O)CCC2CCCCC2)cc1 (stereo not given) the results were TRHR ag 0.1, POLK inh 3%, ALOX12 inh inconclusive, APE1 inh 8%, Pol iota inh 18% and ERG Ets-DNA blk 15%.
For CC1=C(C(=O)OCC2CCCO2)C(c2ccccc2Cl)NC(=O)N1 (stereo not given) the results were Anesthetic bind 15%, TRHR ag -0.2, POLK inh -3%, ALOX12 inh -2%, APE1 inh -2%, Pol iota inh -7%, BLM helicase inh -11%, ERG Ets-DNA blk -4% and POLB inh 20%.
For Cc1cccc(C(=O)NC2CCN(CC(=O)Nc3ccc4c(c3)OCO4)CC2)c1 the results were Anesthetic bind -5%, TRHR ag -1.1, POLK inh -4%, ALOX12 inh -19%, APE1 inh 6%, Pol iota inh 159%[activator], BLM helicase inh -1%, ERG Ets-DNA blk -1% and POLB inh -5%.
CCOC(=O)c1c(C)[nH]c(C)c1C(=O)COC(=O)c1ccc(Cl)c(S(N)(=O)=O)c1 was read as Anesthetic bind -15%, TRHR ag 0.5, POLK inh -3%, ALOX12 inh 70%[activator], APE1 inh -3%, Pol iota inh -3%, BLM helicase inh -1%, ERG Ets-DNA blk -2% and POLB inh 0%.
Screening C[C@@H]1CN([C@H](C)CO)C(=O)c2cccc(NS(=O)(=O)c3cccs3)c2O[C@H]1CN(C)Cc1ccccc1 returned POLK inh -4%, ALOX12 inh 9%, APE1 inh 2%, Pol iota inh 4% and ERG Ets-DNA blk -3%.
CC(=O)NS(=O)(=O)c1ccc(NC(=O)c2ccc(NC(=O)c3cccs3)cc2)cc1 was read as TRHR ag -0.1, POLK inh 8%, ALOX12 inh -4%, APE1 inh inconclusive, Pol iota inh inconclusive and ERG Ets-DNA blk -3%.
`Cc1[nH]c(=O)c(C(=O)/C=C/c2ccccc2F)c2c1CCCC2` gave Anesthetic bind -21%, TRHR ag 0.0, POLK inh -9%, ALOX12 inh -6%, APE1 inh 13%, Pol iota inh 18µM*, BLM helicase inh -7%, ERG Ets-DNA blk 8% and POLB inh -1%.
Screening N#CCCCN1C(=O)C(O)(CC(=O)c2ccc3c(c2)OCCO3)c2ccccc21 (stereo not given) returned Anesthetic bind 0%, TRHR ag 0.2, POLK inh -13%, ALOX12 inh inconclusive, APE1 inh 2%, Pol iota inh 7%, BLM helicase inh -2%, ERG Ets-DNA blk 1% and POLB inh -17%.
For CC(C)NC(=O)NC(=O)CSc1nnc(C(F)(F)F)n1C the results were Anesthetic bind -5%, TRHR ag 0.1, POLK inh 2%, ALOX12 inh 2%, APE1 inh 0%, Pol iota inh 29%, BLM helicase inh -2%, ERG Ets-DNA blk 7% and POLB inh 24%.
N#Cc1cc([N+](=O)[O-])cnc1NCC(O)CO (stereo not given) was read as Anesthetic bind -15%, TRHR ag 0.0, POLK inh -10%, ALOX12 inh 5%, APE1 inh 1%, Pol iota inh inconclusive, BLM helicase inh 2%, ERG Ets-DNA blk 5% and POLB inh 69%.
Screening Cc1nccn1CCCNC(=O)CC1C(=O)NCCN1Cc1ccc(F)cc1Cl (stereo not given) returned Anesthetic bind -3%, TRHR ag 0.3, POLK inh -15%, ALOX12 inh 6%, APE1 inh -1%, Pol iota inh -7%, BLM helicase inh 2%, ERG Ets-DNA blk 0% and POLB inh 15%.
CC(C)c1ccc(NC2CCCN(C(=O)c3cccc(N4CCNC4=O)c3)C2)cc1 (stereo not given) was read as Anesthetic bind -20%, TRHR ag -0.4, POLK inh -7%, ALOX12 inh -3%, APE1 inh 1%, Pol iota inh 16%, BLM helicase inh -1%, ERG Ets-DNA blk -5% and POLB inh 8%.
COC(=O)C1=CN(C(C)C)C=C(C(=O)OC)C1c1cccc(OC)c1 was read as Anesthetic bind 668%[activator], TRHR ag -1.2, POLK inh -6%, ALOX12 inh 0%, APE1 inh -4%, Pol iota inh 5%, BLM helicase inh -2%, ERG Ets-DNA blk -5% and POLB inh -3%.
Screening O=C(C1=NNCC1c1ccccc1)C1CO1 (stereo not given) returned Anesthetic bind -6%, TRHR ag 0.1, POLK inh -3%, ALOX12 inh -7%, APE1 inh 0%, Pol iota inh -22%, BLM helicase inh -1%, ERG Ets-DNA blk -7% and POLB inh -13%.
For Cc1cc(NC(=O)CCC(=O)N(c2cccc(F)c2)C(C(=O)NC2CCCC2)c2ccc(C)o2)no1 (stereo not given) the results were Anesthetic bind -6%, TRHR ag -1.1, POLK inh 3%, ALOX12 inh -19%, APE1 inh 25%[12.4 µM], Pol iota inh 39%[activator], BLM helicase inh -2%, ERG Ets-DNA blk 11% and POLB inh -1%.
`Cc1cccc(NC(=S)NCCO)c1C` gave Anesthetic bind -5%, TRHR ag 0.1, POLK inh 1%, ALOX12 inh -17%, APE1 inh 0%, Pol iota inh 1%, BLM helicase inh 4%, ERG Ets-DNA blk -2% and POLB inh 24%.
`Nc1ncnc2c1ncn2C1OC(COP(=O)(O)O)C(O)C1O` (stereo not given) gave Anesthetic bind -1%&-2%, TRHR ag -0.7, POLK inh -7%, ALOX12 inh -4%, APE1 inh 22%&-6%, Pol iota inh -3%, BLM helicase inh 0%&4%, ERG Ets-DNA blk 6% and POLB inh 1%.
For COc1ccc(OC)c(NC(=O)Cc2ccc(NC3=NC4CS(=O)(=O)CC4S3)cc2)c1 (stereo not given) the results were Anesthetic bind -11%, TRHR ag 0.2, POLK inh -10%, ALOX12 inh 17%, APE1 inh 4%, Pol iota inh 11%, BLM helicase inh 0%, ERG Ets-DNA blk 5% and POLB inh 1%.
`Clc1ccc(OCCSCc2nc3ccccc3[nH]2)cc1` gave Anesthetic bind -11%, TRHR ag 0.0, POLK inh -4%, ALOX12 inh -9%, APE1 inh -4%, Pol iota inh 16%, BLM helicase inh -11%, ERG Ets-DNA blk 7% and POLB inh -18%.
`CCOC(=O)c1sc(NC(=O)CCCCCN2C(=O)c3cccc4cccc(c34)C2=O)nc1C` gave Anesthetic bind -3%, POLK inh -13%, ALOX12 inh -9%, APE1 inh 20%, Pol iota inh 14%, BLM helicase inh -1%, ERG Ets-DNA blk -7% and POLB inh 16%.
`COC(=O)CCC(=O)OC1(C)C(=O)C=C2C=C3CCCN3C=C2C1=O` (stereo not given) gave Anesthetic bind -10%, TRHR ag 0.0, POLK inh inconclusive, ALOX12 inh 7%, APE1 inh inconclusive, Pol iota inh inconclusive, BLM helicase inh -7%[12.4 µM], ERG Ets-DNA blk -14% and POLB inh -26%.
